HIV peptide binding: inhibitors of HIV fusion peptide binding, primary screen, biochemical, uHTS, fluorescence dequenching (AID 1986); cell-free peptide binding, fluorescence dequenching, 30 min; higher % means a stronger effect; inhibition, % at 20 µM; hits with a dose series show IC50 in µM; 290,000 tested, 0.3% active; in the data active = inhibition mostly above about 52%, no sharp cut-off; inactive = mostly below about 76%; also: some results filed as inactive read as strong as hits
GPR55 LPI antagonism: inhibition of LPI-stimulated GPR55 beta-arrestin translocation – imaging, U2OS, beta-arrestin-GFP, LPI agonist, primary screen (AID 2013); U2OS GPR55 beta-arrestin-GFP translocation imaging, LPI antagonism; higher % means a stronger effect; 290,000 tested, 0.13% active; one-dose inhibition, % at 10 µM; IC50 in µM for titrated hits;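 active = spots per cell inhibited over 60%, with over 100 cells counted and total cytoplasm intensity under 500,000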;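 also: U2OS cells stably carrying GPR55 and arrestin-GFP stimulated by 5 µM LPI near EC80; imaged beta-arrestin-GFP aggregate spots per cell after agonist stimulation; plate controls were LPI-stimulated DMSO wells for no effect and DMSO wells without LPI for full effect; some results filed as inactive read as strong as hits; confirmed hits need IC50 under 10 µM and bright autofluorescent wells are also inconclusive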
GPR55 activation: GPR55 agonists via beta-arrestin recruitment, primary screen, imaging, U2OS cells, beta-arrestin-GFP redistribution (AID 1961). U2OS GPR55 beta-arrestin-GFP redistribution imaging; higher % means a stronger effect. activation, % at 10 µM; hits with a dose series show EC50 in µM. 290,000 tested, 0.048% active;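 active = activation above 40% with more than 50 cells counted in the well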;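 also: U2OS osteosarcoma cells stably expressing GPR55 and beta-arrestin-GFP; plate controls were DMSO negative control for no effect and LPI positive control for full effect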
GPR35 antagonists: inhibition of zaprinast-stimulated GPR35 beta-arrestin translocation – imaging, U2OS, beta-arrestin-GFP, zaprinast agonist, primary screen (AID 2058). U2OS GPR35 beta-arrestin-GFP translocation imaging, zaprinast antagonism; higher % means a stronger effect. one-dose inhibition, % at 10 µM; IC50 in µM for titrated hits. 290,000 tested, 0.052% active;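 active = inhibition of at least 50% with at least 30 cells and total cytoplasm GFP at most 10,000,000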
KOR beta-arrestin-1: kappa opioid receptor activators – cell-based, luminescence, uHTS, primary screen (AID 1777); KOR beta-arrestin recruitment, luminescence; higher % means a stronger effect; 280,000 tested, 0.02% active; activation, % at 10 µM; hits with a dose series show EC50 in µM; in the data active = activation above about 50%, passing the limit was not always enough; also: a part of the inactive calls stands beside numbers as strong as those of hits
KOR beta-arrestin-2: KOR antagonists, beta-arrestin recruitment, cell-based, luminescence, uHTS (AID 1778). KOR beta-arrestin recruitment, luminescence, antagonist mode; higher % means a stronger effect. inhibition, % at 10 µM; hits with a dose series show IC50 in µM. 290,000 tested, 0.091% active; also: strong numbers were not always called active
Myeloid diff 2: myeloid differentiation induction; ER-HoxA9 myeloid progenitors, lysozyme-GFP differentiation, flow cytometry; calls only at 10 µM; 360,000 tested, 1% active;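 active = normalized GFP-positive differentiation at or above the plate's own cutoff, the solvent-only control mean plus 3 SD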;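 also: cells exposed to compound for four days before flow analysis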
NOD1 NF-kB reporter: inhibition of NOD1-driven NF-kB reporter – cell-based, luminescence, uHTS, primary screen (AID 1578); NOD1-driven NF-kB luciferase reporter cells, luminescence; higher % means a stronger effect; inhibition, % at 4 µM; hits with a dose series show EC50 in µM; 290,000 tested, 1% active; in the data active = inhibition mostly above about 36%, no sharp cut-off; inactive = mostly below about 34%;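 also: HEK-293T reporter cells stimulated with the NOD1 agonist gamma-tri-DAP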
HEK293 NOD2/NF-kB: inhibition of NOD2-driven NF-kB reporter – cell-based, luminescence, uHTS, HEK293 (AID 1566); HEK293 NOD2/NF-kB luciferase reporter, luminescence; higher % means a stronger effect; inhibition, % at 4 µM; hits with a dose series show EC50 in µM; 290,000 tested, 0.63% active; also: many of its hits are not listed in these tables
Myeloid diff 2 GFP+ MAC1+ %: recorded beside Myeloid diff 2, whose call it bears; GFP+ MAC1+ double positive, %; measured here: differentiation confirmed by MAC1 staining
Numbers without * were called inactive; i = inactive; . = not tested or not shown; [ ] = remark or other dose. Rule as the data show it, unless noted: active = inhibition above about 50%; inactive = the rest. A portion of the library; the hit share may differ from the screen's.

The line under a structure holds: KOR beta-arrestin-1 | Myeloid diff 2 | HIV peptide binding | GPR55 LPI antagonism | GPR55 activation | GPR35 antagonists | KOR beta-arrestin-2 | Myeloid diff 2 GFP+ MAC1+ % | NOD1 NF-kB reporter | HEK293 NOD2/NF-kB
C/C(=N\NC(=O)c1ccccc1O)c1c(O)cc(C)oc1=O
    1.0% | i | 2.5% | 6% | -0.1% | -9% | -11% | 12 | 5% | -27%
O=C(CSc1nnc2nnc3ccccc3n12)N1CCOCC1
    0.5% | i | 11% | 12% | -0.2% | 3% | -6% | 0.3 | -29% | 7%
O=C(Nc1ccc2c(c1)C(=O)NC2=O)c1ccccc1
    -1.7% | i | 0.6% | 9% | -0.1% | -15% | -24%[20 µM] | 1.8 | -1% | 17%
CCCC(=O)Nc1ccc(N2CCOCC2)cc1
    -0.5% | i | -2.8% | -4% | -0.1% | 0% | 6% | 0.5 | -5% | 2%
COc1ccc(S(=O)(=O)/C(C#N)=C/Nc2ccccc2F)cc1
    -8.3% | i | -0.3% | 6% | -0.1% | 5% | -7% | 0.5 | 3% | 16%
c1ccc(-n2cc(CN3CCCC(CN4CCCC4)C3)c(-c3ccc4c(c3)OCO4)n2)cc1 (stereo unspecified)
    . | i | -0.1% | -2% | -0.1% | -5% | -64%[20 µM] | 0.0 | -19% | 6%
O=C(O)c1cccc(-n2c(/C=C/c3ccccc3)nc3ccccc3c2=O)c1
    -3.8% | i | 3.4% | 9% | 0.2% | 13% | 32% | 1.0 | -2% | 16%
COCCCNC(=O)C(=O)Nc1cc2c3c(c1)CCC(=O)N3CCC2
    5.2% | i | -0.7% | -6% | -0.3% | 13% | -25% | 0.2 | 20% | -4%
Cc1cc([N+](=O)[O-])c(C)cc1-c1ccc(/C=N/n2cnnc2)o1
    -0.8% | i | -0.3% | -2% | -0.2% | 15% | -11% | 0.5 | 25% | -6%
C=CCn1cnc2scc(-c3ccc(C)cc3)c2c1=O
    -8.3% | i | -2.6% | -2% | -0.1% | -6% | 11% | 1.3 | 2% | 20%
S=c1[nH]ccn1-c1cccc(Cl)c1
    16% | i | -0.9% | 1% | 0.1% | 4% | -9% | 1.0 | -25% | 2%
O=C(NCC(=O)N1CCC2(CC1)NCCc1[nH]cnc12)c1cccc(Cl)c1
    -5.7% | i | 1.5% | 13% | -0.2% | -4% | -7% | 0.0 | -25% | 12%
CCNC(=O)c1ccccc1NC(=O)c1cccc(S(=O)(=O)N2CCOCC2)c1
    5.2% | i | 0.4% | -9% | -0.2% | 3% | 2% | 1.4 | -21% | 10%
CS(=O)(=O)N(CC(=O)N/N=C/c1cccc2c1OCCO2)c1ccccc1Br
    -0.1% | i | -0.7% | 18% | -2.0% | 11% | 19% | 0.4 | 3% | -11%
Cc1ccc(N2C(=O)CC(NNC(=O)c3cccc(S(=O)(=O)N4CCCC4)c3)C2=O)cc1 (stereo unspecified)
    13% | i | 5.2% | -3% | -0.2% | 1% | 13% | 0.9 | -21% | 9%
CS(=O)(=O)N(CC(=O)N1CCC(C(N)=O)CC1)c1ccc(Cl)c(C(F)(F)F)c1
    -2.7% | i | -1.7% | 6% | 0.2% | 6% | 22% | 6.4 | -15% | 7%
COc1cccc(-c2cccc(NC(=O)C3CCN(Cc4nccs4)CC3)c2)c1
    -0.2% | i | -1.7% | 10% | -0.1% | 1% | -2% | 0.5 | -28% | 4%
CCCCCC(C)n1[nH]c(=O)cc1N (stereo unspecified)
    7.5% | i | -0.5% | 3% | -0.1% | -3% | 21% | 0.8 | -15% | 2%
CC(Cc1ccccc1)C(=O)Nc1ccccc1 (stereo unspecified)
    -1.4% | i | 1.0% | 5% | -0.1% | 6% | 33% | 0.9 | 4% | 21%
COc1ccc(-n2nc3c(c2NC(=O)c2c(-c4ccccc4Cl)noc2C)CS(=O)(=O)C3)cc1
    -0.6% | i | -0.2% | -10% | 0.8% | -20% | -14% | 2.8 | -14% | -7%
COc1ccc(-c2cc(C(=O)N3CCN(c4ccccc4F)CC3)c3ccccc3n2)c(OC)c1
    0.9% | i | 3.0% | 4% | 0.2% | -12% | -23% | 0.4 | 12% | 10%
O=C(N1CCOCC1)C1(c2ccccc2)CCCCC1
    -3.2% | i | 0.6% | 0% | -0.2% | 9% | -13% | 0.3 | -15% | 9%
CCn1c(Cc2ccccc2)nnc1SCC(=O)Nc1ccccc1
    2.6% | i | 1.1% | 4% | -0.1% | 9% | -6% | 1.8 | -8% | -17%
C=CCn1c(O)c(N=NC(=S)Nc2ccc(OC)c(Cl)c2)c2ccccc21
    2.1% | i | -2.1% | 12% | -0.1% | -7% | 20% | 1.0 | . | .
Oc1ccc2c(ccc3[nH]cnc32)c1
    3.6% | i | 0.3% | 5% | 0.2% | 22% | -1% | 0.1 | -14% | 9%
COc1ccc(CC(=O)c2cc(OC)c(OC)cc2CC(=O)O)cc1OC
    -9.7% | i | 1.3% | 0% | -0.2% | -1% | -8% | 0.8 | -13% | 12%
O=C(c1cn(-c2ccccc2)nc1-c1cccnc1)N1CCCCC1
    2.2% | i | 4.0% | 2% | -0.3% | 5% | 6% | 0.7 | -11% | -4%
CC(=O)N1CCc2cc(S(=O)(=O)NC(C(=O)NCc3ccccc3)C(C)C)ccc21 (stereo unspecified)
    -3.3% | i | -1.3% | -7% | -0.2% | -14% | 6% | 0.6 | -15% | 0%
Cn1cc(/C=C(\NC(=O)c2ccccc2Cl)C(=O)N2CCOCC2)c2ccccc21
    0.3% | i | 1.9% | -1% | -0.1% | 9% | -45% | 0.3 | 16% | 17%
CN1/C(=C\C(=O)Nc2cccnc2)c2ccccc2CC1(C)C
    2.5% | i | 5.1% | 12% | 0.0% | -6% | -28% | 0.8 | -21% | -10%
O=C(CN(Cc1ccccc1)C(=O)c1csnn1)NCc1ccccc1
    -7.7% | i | -1.0% | 10% | 0.2% | -2% | 20%[20 µM] | 0.7 | -15% | -11%
CC(C)NC(=O)N1CC(c2ccccc2)C(c2ccc(Cl)cc2)=N1 (stereo unspecified)
    -4.0% | i | 1.3% | -15% | -0.1% | 2% | -18%[20 µM] | 0.2 | -29% | 0%
CC1CN(C(=O)CCC(=O)NCc2ccccn2)c2ccccc2O1 (stereo unspecified)
    -4.8% | i | 0.4% | 3% | -0.1% | 5% | -18%[20 µM] | 1.9 | 36% | -3%
Cc1nc([N+](=O)[O-])cn1-c1ccc(N)cc1
    -2.4% | i | 1.1% | 15% | -0.1% | -5% | -7% | 0.2 | -20% | 6%
COc1cc(C(=O)NCCN2C(=O)S/C(=C\c3cccs3)C2=O)cc(OC)c1OC
    -6.1% | i | -0.8% | 6% | 0.1% | -7% | -9% | 1.0 | -16% | -30%
CCC/C=N/NC(=O)c1cc(Br)ccc1O
    12% | i | 5.5% | 1% | 0.1% | -10% | 7% | 0.5 | -3% | 11%
O=C(NS(=O)(=O)c1ccccc1)c1ccccc1O
    3.8% | i | 1.3% | -3% | -0.1% | -7% | -16% | 1.0 | -17% | 8%
CCO/N=C/C1=C(O)C(C(=O)OC)C(C)(C)CC1=O (stereo unspecified)
    3.5% | i | -0.6% | -2% | -0.1% | 2% | -47%[20 µM] | 0.4 | 4% | 20%
Cn1c(=O)c2c(SCC(=O)N3CCOCC3)nc(CC(C)(C)C)nc2n(C)c1=O
    -4.3% | . | 2.1% | 4% | -0.1% | -2% | 8% | . | -4% | 3%
COc1ccc(-c2sc(NC(C)=O)nc2-c2ccccc2)cc1
    -2.6% | i | 2.7% | 10% | 0.5% | 6% | . | 0.4 | 5% | 14%
COc1ccc(C(=O)NNC(=S)NC(=O)c2ccccc2[N+](=O)[O-])cc1
    -3.9% | i | 5.8% | 2% | 0.1% | 14% | 29% | 0.3 | -12% | 5%
COc1cc(OC)c(OC)cc1CN1CCN(c2ccccc2OC)CC1
    4.2% | i | 3.7% | 16% | -0.2% | -8% | 9% | 5.3 | -18% | -13%
CCCn1c(=O)c(C(=O)Nc2ccccc2C(=O)OCC)c(O)c2ccccc21
    3.8% | i | -1.6% | 18% | -0.2% | 11% | -34% | 5.6 | -6% | 16%
CCOC(=O)c1cc(NC(=O)OC)c(C)nc1C
    2.9% | i | -0.1% | 13% | -0.4% | 5% | 23% | 1.2 | . | 11%
COCCn1c(SCC(=O)Nc2ccccc2)nc2c1c(=O)[nH]c(=O)n2C
    -4.2% | i | 1.7% | 16% | -0.1% | -4% | -19% | 1.8 | -16% | -8%
O=C1c2ccccc2C(=O)N1CN(C(=O)c1ccccc1[N+](=O)[O-])c1ccc(F)cc1
    0.6% | i | -1.3% | 6% | 0.4% | -14% | 26% | 0.7 | -2% | 16%
COc1ccc2c3c([nH]c2c1)C1CC2C(CC(O)C(OC)C2C(=O)O)CN1CC3 (stereo unspecified)
    1.9% | i | 4.9% | 8% | 0.0% | -9% | -40% | 2.8 | 0% | 4%
COc1cccc(/C=N\NC(=O)Cn2nnc3ccccc32)c1O
    . | i | -0.5% | 15% | 0.2% | 4% | 3%[20 µM] | 0.0 | -26% | 4%
CC(=O)Nc1ccc(NC(=O)CSc2nnc(C)c(=O)n2N)cc1
    -2.8% | i | 0.9% | 2% | 0.4% | -2% | -2% | 0.5 | 0% | 16%
CC(Oc1cccc2cccnc12)C(=O)N/N=C/c1ccccc1 (stereo unspecified)
    -0.7% | i | 1.1% | 0% | -0.2% | -2% | 37% | 0.4 | -23% | 3%
C=C(c1ccccc1C)[n+]1ccccc1
    1.8% | i | 1.7% | 6% | -0.3% | -8% | -73%[20 µM] | 0.9 | -22% | 14%
C[C@H](NC(=O)c1nc[nH]c1C(=O)N[C@@H](C)C(=O)OC(C)(C)C)C(=O)OC(C)(C)C
    -0.3% | i | -0.8% | 6% | -0.2% | -14% | 30% | 1.1 | 1% | 14%
CC(C)N1C(=O)C(Cc2nc3ccccc3c(=O)n2-c2ccccc2)c2ccccc21 (stereo unspecified)
    0.2% | i | -0.6% | -6% | 0.2% | 10% | -12% | 1.3 | -15% | 11%
O=C(COc1cccc2cccnc12)Nc1ccccc1
    0.1% | i | 1.5% | 11% | -0.3% | 14% | -8% | 0.6 | -72% | -60%
CC(C)(C)c1ccc(OC(=O)c2cccnc2)cc1
    3.1% | i | 1.2% | -20% | 0.1% | -19% | -32% | 0.6 | 15% | 23%
O=C1OC(=O)C2C1[C@@H]1CC[C@H]2O1 (stereo partly specified)
    -0.3% | i | 0.2% | -8% | -0.2% | -4% | -54% | 1.5 | -13% | -1%

Among those listed so far, two have a thiophene ring, fused or not:
The line under a structure holds: KOR beta-arrestin-1 | Myeloid diff 2 | HIV peptide binding | GPR55 LPI antagonism | GPR55 activation | GPR35 antagonists | KOR beta-arrestin-2 | Myeloid diff 2 GFP+ MAC1+ % | NOD1 NF-kB reporter | HEK293 NOD2/NF-kB
C=CCn1cnc2scc(-c3ccc(C)cc3)c2c1=O
    -8.3% | i | -2.6% | -2% | -0.1% | -6% | 11% | 1.3 | 2% | 20%
COc1cc(C(=O)NCCN2C(=O)S/C(=C\c3cccs3)C2=O)cc(OC)c1OC
    -6.1% | i | -0.8% | 6% | 0.1% | -7% | -9% | 1.0 | -16% | -30%
